# Compound activity from PubChem BioAssay.
# HEK293 NOD2/NF-kB – inhibition of NOD2-driven NF-kB reporter – cell-based, luminescence, uHTS, HEK293 (AID 1566); one-dose inhibition, % at 4 µM; EC50 in µM for titrated hits; 290,000 compounds, 0.63% hits; HEK293 NOD2/NF-kB luciferase reporter, luminescence; higher % means a stronger effect; note: many of its hits are not listed in these tables
# HIV peptide binding – inhibitors of HIV fusion peptide binding, primary screen, biochemical, uHTS, fluorescence dequenching (AID 1986). inhibition, % at 20 µM; hits with a dose series show IC50 in µM. 290,000 compounds, 0.3% hits. cell-free peptide binding, fluorescence dequenching, 30 min; higher % means a stronger effect; in the data active = inhibition mostly above about 52%, no sharp cut-off; inactive = mostly below about 76%; note: some results filed as inactive read as strong as hits
# Dengue-2 NS5 capping – Dengue-2 NS5 methyltransferase inhibitors, primary screen, biochemical, confirmation dose response (AID 588689); inhibition, % at 25 µM; hits with a dose series show IC50 in µM; 340,000 compounds, 0.3% hits; Dengue-2 NS5 methyltransferase capping enzyme assay, biochemical; higher % means a stronger effect; in the data active = a potency from the dose series; inconclusive = inhibition above about 29% without an active follow-up result
# Yfh1-depleted yeast – enhancers of respiration in Yfh1-depleted yeast, dose response, Friedreich's ataxia, plus single-dose screen (AID 1465) | S. cerevisiae Yfh1-off respiration, WST-1 reduction, 72 h; higher fold induction means a stronger effect | fold induction at 50 µM, or EC50 in µM where a hit was titrated | 220,000 compounds, 0.074% hits;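 active = fold induction of absorbance versus untreated yeast above a set limit, then at least 30% activation at any dose in follow-up; inconclusive = repeats straddling the limit, or above it without dose testing; inactive = fold induction below the set limit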;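 note: activators that raise dye reduction in frataxin-depleted yeast; strong numbers were not always called active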
# NOD1 inhibition – NOD1 signaling inhibitors, primary screen, cell-based, luminescence, uHTS (AID 1578) | NOD1-driven NF-kB luciferase reporter cells, luminescence; higher % means a stronger effect | one-dose inhibition, % at 4 µM; EC50 in µM for titrated hits | 290,000 compounds, 1% hits; in the data active = inhibition mostly above about 36%, no sharp cut-off; inactive = mostly below about 34%;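 note: HEK-293T reporter cells stimulated with the NOD1 agonist gamma-tri-DAP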
# West Nile antiviral – West Nile virus antiviral activity, cell-based, CPE readout (AID 1621) | West Nile virus-infected cells, CPE inhibition; higher % means a stronger effect | CPE inhibition, % at 10 µM; hits with a dose series show IC50 in µM | 290,000 compounds, 0.02% hits; in the data active = a potency from the dose series; inconclusive = CPE inhibition mostly from about 3.7% at the one dose, without a potency; inactive = the rest, 99 in 100 with CPE inhibition below about 2.2%; note: strong numbers were not always called active
# AID2073 – inhibitors of Mint1-CaV2.2 protein interaction, biochemical, HTRF (AID 2073) | HTRF protein-protein interaction, Mint1-CaV2.2; higher % means a stronger effect | one-dose inhibition, % at 20 µM; IC50 in µM for titrated hits | 290,000 compounds, 0.19% hits; in the data active = inhibition mostly above about 51%, no sharp cut-off; inconclusive = no clear call, values can overlap the other calls; inactive = mostly below about 53%; note: some results filed as inactive read as strong as hits
# KOR beta-arrestin-1 – KOR antagonists, beta-arrestin recruitment, cell-based, luminescence, uHTS (AID 1778) | KOR beta-arrestin recruitment, luminescence, antagonist mode; higher % means a stronger effect | inhibition, % at 10 µM; hits with a dose series show IC50 in µM | 290,000 compounds, 0.091% hits; note: strong numbers were not always called active
# KOR beta-arrestin-2 – KOR agonists, beta-arrestin recruitment, primary screen, cell-based, luminescence, uHTS (AID 1777) | KOR beta-arrestin recruitment, luminescence; higher % means a stronger effect | 280,000 compounds, 0.02% hits | one-dose activation, % at 10 µM; EC50 in µM for titrated hits; in the data active = activation above about 50%, passing the limit was not always enough; note: a part of the inactive calls stands beside numbers as strong as those of hits
# Dengue-2 NS5 capping pilot replicate – recorded beside Dengue-2 NS5 capping, whose call it bears; inhibition, %; measured here: pilot screen replicate inhibition
# Numbers without * were called inactive; i = inactive; ? = inconclusive; . = not tested or not shown; [ ] = another dose, or the depositor's remark. Cut-off read from the data, not from the text of the source, unless noted: active = inhibition above about 50%; inactive = the rest. A portion of the library (hit frequency here may not be typical).
SMILES,HEK293 NOD2/NF-kB,HIV peptide binding,Dengue-2 NS5 capping,Yfh1-depleted yeast,NOD1 inhibition,West Nile antiviral,AID2073,KOR beta-arrestin-1,KOR beta-arrestin-2,others
COc1ccccc1-n1c(SCC(N)=O)nnc1-c1ccc(S(=O)(=O)N2CCCCC2)cc1,4%,1.2%,-4%,i,-8%,0.0%,2%,-24%,3.0%,
CC(C)c1ccc(OCc2ccc(C(=O)N3CCN(c4ccccn4)CC3)cc2)cc1,-18%,0.0%,3%,i,.,0.8%,2%,-11%,0.7%,
Cc1ccc(C2/C(=C(/O)c3ccc(Cl)cc3)C(=O)C(=O)N2CC2CCCO2)o1 (configuration not stated),-15%,14%,17%,i,-54%,0.0%,-1%,-22%,2.0%,
CCOc1cc(S(=O)(=O)N2CCN(Cc3ccccc3)CC2)ccc1Br,-9%,1.6%,.,i,-18%,-0.5%,6%,-87%,14%,
N#Cc1c(-c2ccc3c(c2)OCO3)cc[nH]c1=O,-4%,0.2%,0%,.,8%,-0.2%,16%,8%,2.2%,
COc1ccc(-c2ccc(CO)o2)cc1N,-19%,-3.1%,-3%,i,16%,0.1%,35%,8%[20 µM],-3.9%,
Cc1csc2nc(CNS(=O)(=O)c3ccc4c(c3)CCCC4)cn12,-16%,2.5%,-3%,i,-1%,0.1%,9%,-21%,-1.3%,
CCOC(=O)Cc1cc(=O)n(-c2nc3ccccc3s2)[nH]1,4%,-2.5%,?,?,0%,-0.2%,-4%,4%,5.3%,
COc1nc(N)nc(N2CCOCC2)n1,8%,-1.6%,2%,i,-22%,0.0%,4%,29%,3.1%,
CCOC(=O)CCC(=O)OCC(=O)NC(C)C1CC2CCC1C2 (configuration not stated),-3%,0.2%,-3%,i,22%,0.5%,-3%,0%,-4.7%,

# Brought forward from above: 4 entries, then new ones.
SMILES,HEK293 NOD2/NF-kB,HIV peptide binding,Dengue-2 NS5 capping,Yfh1-depleted yeast,NOD1 inhibition,West Nile antiviral,AID2073,KOR beta-arrestin-1,KOR beta-arrestin-2,others
Cc1csc2nc(CNS(=O)(=O)c3ccc4c(c3)CCCC4)cn12,-16%,2.5%,-3%,i,-1%,0.1%,9%,-21%,-1.3%,
CCOC(=O)Cc1cc(=O)n(-c2nc3ccccc3s2)[nH]1,4%,-2.5%,?,?,0%,-0.2%,-4%,4%,5.3%,
COc1nc(N)nc(N2CCOCC2)n1,8%,-1.6%,2%,i,-22%,0.0%,4%,29%,3.1%,
CCOC(=O)CCC(=O)OCC(=O)NC(C)C1CC2CCC1C2 (configuration not stated),-3%,0.2%,-3%,i,22%,0.5%,-3%,0%,-4.7%,
CC1CC(CC(C)C(=O)NC(=S)Nc2ccc(S(N)(=O)=O)cc2)C(=O)O1 (configuration not stated),-1%,-1.2%,.,i,-12%,-0.2%,1%,-10%,-6.0%,
O=C(CCS(=O)(=O)c1ccc(Br)s1)NCc1ccc2c(c1)OCO2,13%,2.0%,1%,i,-27%,0.4%,3%,9%,0.3%,
O=C(NC1=NCCS1)c1ccc(C(F)(F)F)cc1,-40%,-0.8%,1%,.,-14%,-0.1%,12%,-10%,-2.9%,
O=C(CCN1C(=O)S/C(=C/c2ccc(Cl)cc2)C1=O)N1CCOCC1,24%,1.9%,1%,i,16%,-0.9%,2%,37%,2.1%,
COc1nnc(-c2ccc(N3CCCCC3)c(NC(C)=O)c2)c2ccccc12,24%,-0.5%,1%,i,4%,0.4%,5%,32%,-0.3%,
COC(=O)c1ccccc1NC(=O)Cn1cnc([N+](=O)[O-])c1,11%,-0.7%,-8%,.,-12%,-0.2%,-6%,-54%[20 µM],-2.7%,
COc1cc(NC(=O)c2cc(-c3cccs3)on2)cc(OC)c1OC,-9%,0.1%,-4%,.,-4%,.,-1%,-25%,4.2%,
O=C(CSc1ncnc2c1oc1ccccc12)NC1CCCC1,7%,-0.4%,-3%,.,19%,-1.4%,28%,-37%,6.2%,
CCC[C@@H](CNC)NC[C@H](Cc1ccccc1)NCCCCc1ccccc1,2%,0.6%,-6%,.,-7%,-2.2%,7%,-216%[20 µM],-0.8%,
CC(C)CCNC(=O)CN(Cc1ccccc1)C(=O)CCC(=O)Nc1ccccn1,0%,1.9%,-2%,.,6%,-0.3%,14%,-28%,4.6%,
Cc1ccc(CNC(=O)c2cccc(OCc3c(C)noc3C)c2)cc1,18%,-3.8%,-7%,i,7%,-0.6%,6%,-23%,-5.7%,
CCCCc1c(O)nc(SCC(=O)c2ccccc2)n(-c2ccccc2C)c1=O,15%,-1.1%,6%,i,1%,-0.3%,9%,12%,-0.2%,
Cc1ncc([N+](=O)[O-])n1CC(=O)NCCc1ccccc1,2%,-1.1%,5%,i,-25%,0.0%,10%,8%,-3.5%,
CC1(C)C(c2ccccc2)=NC(c2ccccc2)N1O (configuration not stated),3%,7.5%,-6%,i,-16%,-0.8%,2%,5%,-2.8%,
Cc1cc(=O)n2nc(N3CCCC(C(=O)NCCC4=CCCCC4)C3)sc2n1 (configuration not stated),14%,-1.5%,0%,i,-16%,-0.4%,-3%,40%,-1.7%,
Cc1cc(C)c(NC(=O)C2CCCN2CCOC(=O)c2ccccc2)c(C)c1 (configuration not stated),2%,-1.7%,-6%,i,-23%,-1.2%,9%,9%,10%,
CCC1Oc2ccc(C)cc2N(CC(=O)N(Cc2cccnc2)Cc2ccc(C)o2)C1=O (configuration not stated),-2%,-0.4%,3%,i,-13%,-0.3%,52%*,48%,-1.0%,
COc1ccccc1NC(=O)N1c2ccc(F)cc2CCC1C (configuration not stated),-7%,-2.7%,-2%,i,-22%,-0.7%,-24%,9%,1.1%,
CCOC(=O)N1CCN(C(=O)c2nn(C)c3c2CSc2ccccc2-3)CC1,16%,-1.2%,1%,.,-19%,-0.8%,-16%,-1%[20 µM],-3.2%,
CCOc1ccc(CC(=O)N/N=C(\C)c2cccnc2)cc1,6%,-0.2%,6%,.,-18%,-0.4%,1%,-21%,0.0%,
O=[N+]([O-])c1cccc(/C=C/C=N/Nc2nc(N3CCCCC3)nc(N3CCCCC3)n2)c1,-70%,1.5%,-11%,i,9%,-0.3%,19%,4%,-5.6%,
CCOc1ccc(C(c2c(C)[nH][nH]c2=O)c2c(C)[nH][nH]c2=O)cc1OCC,-8%,1.7%,-7%,i,-41%,-0.3%,6%,8%,6.0%,
Cc1nc(SC2CCOC2=O)c2c(C)c(C)sc2n1 (configuration not stated),15%,0.4%,1%,i,13%,-0.1%,7%,18%,9.6%,
Cc1oc(-c2ccccc2)nc1CS(=O)CC(=O)N1CCc2ccccc2C1 (configuration not stated),13%,2.0%,-6%,i,-7%,-0.7%,9%,0%,-3.7%,
COc1ccc(CNC(=O)c2cc(C)nc3ccccc23)cc1OC,8%,0.4%,-3%,i,-22%,-1.0%,19%,-1%,-4.0%,
Cn1cccc1/C=N/NC(=O)c1ccco1,-23%,-1.9%,-8%,i,-30%,0.0%,9%,23%,0.9%,
COc1ccc(OCCNC(=O)c2ccccc2Cl)cc1,-6%,-0.3%,2%,.,-12%,-0.8%,13%,7%,5.8%,
CCn1c2ccccc2c2nnc(SCC(=O)NC3CCS(=O)(=O)C3)nc21 (configuration not stated),2%,-2.8%,2%,i,3%,0.0%,-2%,-56%,-6.2%,
COc1ccc(NC(=O)NCc2ccccc2F)cc1OC,6%,1.7%,3%,i,-24%,-0.4%,?,-14%[20 µM],.,
CCOc1ccc(NC2OC(CO)C(O)C(O)C2O)c([N+](=O)[O-])c1 (configuration not stated),10%,0.0%,1%,i,-30%,0.2%,8%,15%,-2.1%,
O=C(CSc1n[nH]c(-c2cccnc2)n1)Nc1ccccc1,0%,-1.1%,.,i,-41%,-0.2%,-4%,-14%,-0.6%,
COc1cccc(OC)c1C(=O)Nc1ccc2nc(C)c(C)nc2c1,10%,2.4%,-3%,.,-29%,-0.1%,10%,-10%,-0.3%,Dengue-2 NS5 capping pilot replicate=-0.6
O=C(O)c1ccccc1OCCN1CCCC1=O,-7%,2.1%,-1%,.,-34%,0.1%,-2%,-13%,2.0%,Dengue-2 NS5 capping pilot replicate=1.8
O=C(c1ccco1)N1CCN(S(=O)(=O)c2ccc(Br)s2)CC1,6%,2.6%,-1%,i,-15%,-0.5%,35%,45%,-3.0%,
O=C(Nc1cc(C(F)(F)F)ccc1N1CCOCC1)c1ccc(F)cc1,4%,2.1%,-5%,i,5%,-0.4%,6%,-4%,-2.3%,
O=C(NC(=S)N1CCCc2ccccc21)c1ccccc1,-4%,-3.9%,-5%,i,4%,-0.1%,-19%,11%,7.6%,
CCCCCCCCS(=O)C1CCS(=O)(=O)C1 (configuration not stated),13%,-0.1%,1%,i,-11%,0.0%,-4%,12%,-2.7%,
CCCCCCCOc1ccc(-c2ccc(C#N)cn2)cc1,14%,0.6%,1%,i,-25%,-1.8%,-3%,7%,6.2%,
Cc1nc(-c2cc(-c3nc(-c4ccc(C(C)(C)C)cc4)no3)no2)cs1,25%,-1.0%,-2%,i,-2%,-0.3%,37%,31%,0.9%,
Cc1nc2ccccc2c2c1C(=O)N(c1cccc(C(=O)O)c1)C2=O,11%,-2.0%,-7%,i,-31%,0.0%,2%,12%,-2.9%,
Cc1cc(-c2ccn[nH]2)c(C)s1,14%,-1.5%,-3%,i,-3%,-0.2%,11%,-27%,-1.1%,
CNc1c([N+](=O)[O-])cnn1-c1ccccc1F,-20%,0.1%,.,i,-35%,0.6%,2%,-35%[20 µM],1.0%,
NC1=NC(=O)/C(=C\c2cccnc2)S1,10%,-1.6%,0%,i,54%*,-0.4%,4%,38%,-3.4%,
O=C(O)c1ccc(N2CC3CC(C2)c2cccc(=O)n2C3)c(NC(=S)Nc2ccc(Br)cc2)c1 (configuration not stated),-24%,3.5%,-3%,i,-32%,0.0%,40%,1%,-0.5%,
COc1ccc(CNC(=O)CSCc2cccc(Cl)c2)cc1,-3%,4.1%,-3%,i,9%,-0.2%,-12%,-12%,-2.4%,
COc1ccc(C(CNC(=O)Cn2c(=O)oc3ccccc32)N(C)C)cc1 (configuration not stated),-10%,2.3%,-6%,.,-21%,0.0%,2%,31%,2.0%,
Cc1cc(Oc2ccccc2)nc(NCc2ccccc2)n1,1%,-2.1%,-5%,i,9%,1.1%,-8%,31%,-0.8%,
COc1cc([C@H]2[C@@H]3CCCC[C@]3(O)CCN2CC(=O)Nc2ccc(C)cc2)ccc1O,14%,-3.1%,-1%,i,3%,-0.8%,-1%,13%,-5.0%,
Cc1nc2c(=O)n(C)c(=O)n(C)c2nc1Cl,44%,-1.4%,-30%,i,94%*,-2.2%,-56%,45%,-7.2%,
CCNC(=S)N/N=C/c1ccc(F)cc1,6%,1.3%,.,i,-18%,-0.1%,-6%,13%,0.6%,
